Screens as filed in PubChem.
EPAC1 agonist = EPAC1 (human) agonism. Potency, µM (highest dose often 154 µM), for the others: at the top dose activation, hits mostly activators. actives 0.073% (n = 360,000). EPAC1 agonist qHTS, biochemical assay; response scale: 100% = response to 6.5 mM cAMP; note: potency is the fitted concentration of half-maximal effect; nearly all actives have a fitted effect of over 60% in size
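Nucleotide exchange assay: 100 nM EPAC1 with 250 nM Rap1B loaded with BODIPY-GDP and 50 uM GDP, room temperature. Fluorescence (480/540 nm) read every 5 min for 30 min; signal change normalized to 6.5 mM cAMP as full agonist.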
PLK1 PBD block = PLK1 (human) polo-box domain binding inhibition; actives 2.8% (n = 360,000); Potency, µM, inactives show max response, negative = inhibition, usual class: inhibitors; P53350; Plk1 PBD binding of FITC phosphopeptide, fluorescence polarization; note: potency is the fitted concentration of half-maximal effect; series mostly up to about 57 µM; % is set by controls: 0 for no effect and ±100 for the full control effect; nearly all actives have a fitted effect of over 65% in size
EPAC2 antagonist = blocks human EPAC2 exchange factor; actives 0.18% (n = 360,000); Q8WZA2; Potency, µM (doses to about 114 µM), for inactives: at the highest dose activity, negative = inhibition, actives largely listed as inhibitors; EPAC2 GEF exchange of Rap1B-BODIPY-GDP, fluorescence; note: potency is the fitted concentration of half-maximal effect; % is set by controls: 0 for no effect and ±100 for the full control effect; nearly all actives have a fitted effect of over 45% in size; many of its hits are not listed in these tables
Target sequence (Q8WZA2 whole entry, looked up): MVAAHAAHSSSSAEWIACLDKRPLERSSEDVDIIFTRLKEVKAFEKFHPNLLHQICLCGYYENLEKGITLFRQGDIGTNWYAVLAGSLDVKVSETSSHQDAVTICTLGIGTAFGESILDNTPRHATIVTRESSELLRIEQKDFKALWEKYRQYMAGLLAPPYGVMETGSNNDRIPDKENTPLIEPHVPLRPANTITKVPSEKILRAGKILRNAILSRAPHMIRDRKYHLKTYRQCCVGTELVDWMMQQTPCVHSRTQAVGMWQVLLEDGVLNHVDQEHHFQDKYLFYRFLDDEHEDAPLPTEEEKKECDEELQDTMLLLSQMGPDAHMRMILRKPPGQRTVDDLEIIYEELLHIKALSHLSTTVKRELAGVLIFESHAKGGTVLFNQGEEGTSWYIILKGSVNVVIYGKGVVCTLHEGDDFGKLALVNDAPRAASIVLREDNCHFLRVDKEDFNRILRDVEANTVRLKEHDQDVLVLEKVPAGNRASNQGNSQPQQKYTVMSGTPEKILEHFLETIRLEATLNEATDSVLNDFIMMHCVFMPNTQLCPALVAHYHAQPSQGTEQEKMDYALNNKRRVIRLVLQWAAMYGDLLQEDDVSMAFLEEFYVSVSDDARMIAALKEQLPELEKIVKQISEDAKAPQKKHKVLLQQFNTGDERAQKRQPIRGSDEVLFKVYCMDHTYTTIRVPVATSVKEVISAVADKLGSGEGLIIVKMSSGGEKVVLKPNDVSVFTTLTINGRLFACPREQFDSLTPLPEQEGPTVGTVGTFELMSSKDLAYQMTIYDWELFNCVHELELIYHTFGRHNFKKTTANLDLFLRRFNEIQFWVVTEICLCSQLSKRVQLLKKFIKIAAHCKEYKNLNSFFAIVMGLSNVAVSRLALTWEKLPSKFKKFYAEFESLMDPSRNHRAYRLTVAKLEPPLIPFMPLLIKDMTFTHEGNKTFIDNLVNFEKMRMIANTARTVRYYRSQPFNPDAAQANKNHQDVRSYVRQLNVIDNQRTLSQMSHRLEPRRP
CCT chaperon mod = cytosolic chaperonin activity modulation. purified chaperonin ATPase assay, HTRF ADP detection, 30 min. activity change, % (no concentration beside the values), hits read low. actives 0.3% (n = 360,000). AID 651819; in the data active = activity change below about -30%; note: % is set by controls: 0 for no effect and ±100 for the full control effect
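Nucleotide hydrolysis assay: TRiC at 20–40 nM final (set by batch activity) with 10 uM ATP, 30 min at 37 °C, in presence of 76 uM compound. Detection by competitive ADP HTRF, 30 min ambient.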
Mm-Cpn inhibitor = M. maripaludis TRiC chaperonin inhibition | AID 504842 | actives 0.031% (n = 330,000) | purified Mm-Cpn ATPase, ADP Transcreener TR-FRET | Potency, µM (top dose mostly 76.9 µM), for the others: at the top dose activity, negative = inhibition, actives largely listed as inhibitors; note: potency is the fitted concentration of half-maximal effect; % is set by controls: 0 for no effect and ±100 for the full control effect; nearly all actives have a fitted effect of over 80% in size
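Compound-treated chaperonin, 25 nM final, turns over 10 uM ATP at 37°C for 30 min following a 10 min preincubation; ADP generated competes with ADP-d2 for Eu-cryptate antibody, lowering FRET.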
EPAC1 antagonist = blocks human EPAC1 exchange factor; O95398; Potency, µM (titrated, usually from 115 µM), inactives show at the top dose activity change, negative = inhibition, most hits filed as inhibitors; EPAC1 GEF assay, Rap1b-BODIPY-GDP exchange fluorescence; AID 720709; actives 0.14% (n = 360,000);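 note: potency is the fitted concentration of half-maximal effect; plate controls were vehicle for no effect and positive control for full effect; nearly all actives have a fitted effect of over 50% in size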
WRN inhibitor = blocks human WRN helicase. Q14191. AID 651768. WRN helicase unwinding, fluorescent forked duplex, kinetic. Potency, µM (highest dose often 114 µM), inactives show top-dose activity change, negative = inhibition, hits mostly inhibitors. actives 0.46% (n = 360,000); note: potency is the fitted concentration of half-maximal effect; % is set by controls: 0 for no effect and ±100 for the full control effect; nearly all actives have a fitted effect of over 55% in size
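Screening of the MLSMR collection measured strand separation of a quenched forked DNA duplex (100 nM) by 20 nM WRN with 2 mM ATP, all final. Compounds were preincubated with enzyme 15 min at room temperature.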
PI5P4K alpha inh = blocks human PI5P4K alpha kinase activity. PI5P4Kalpha enzyme, ADP-Glo luminescence, 60 min; stronger effect = lower value. P48426. actives 1.2% (n = 330,000). max response, %; active = max response of -50% or lower; inconclusive = between -30% and -50%; inactive = -30% or higher; note: value at the top dose of about 77 µM; % is set by controls: 0 for no effect and ±100 for the full control effect
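Human PI5P4Kalpha with substrate in 0.038 M HEPES pH 7.4, 0.28 mM EGTA, 0.1% CHAPS, 5% DMSO; reaction started with 5 microM ATP (final), 60 min at room temperature. ADP formed read by ADP-Glo luminescence.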
Active calls of the source: *; [ ] = another dose, or the depositor's remark. Unless noted, calls come from the whole dose curve; as a rule, active = well fitted curve in the direction sought with a large enough effect; inconclusive = small, poorly fitted or top-dose-only effect, or another doubt; inactive = no such curve, though single readings can be large; an effect the other way counts as inactive or inconclusive. Some of the compounds tested (hit frequency here may not be typical).

How did O=C(CCNC(=O)c1ccc(Cl)cc1)NC1CCCc2ccccc21 (configuration not stated) do in these assays?
EPAC1 agonist: -13%; PLK1 PBD block: 2%; EPAC2 antagonist: -9%; CCT chaperon mod: -0.7; Mm-Cpn inhibitor: -1%; EPAC1 antagonist: -9%; WRN inhibitor: 7%; PI5P4K alpha inh: -3

Results for O=S(=O)(NCCNc1nccc(C(F)(F)F)n1)c1ccccc1 ?
EPAC1 agonist: -10%; PLK1 PBD block: -7%; EPAC2 antagonist: -24%; CCT chaperon mod: 3.5; Mm-Cpn inhibitor: 0%; EPAC1 antagonist: inconclusive; WRN inhibitor: -7%; PI5P4K alpha inh: 12

What do the screens show for `N#CC1=C(N)Oc2c(oc(CO)cc2=O)C1c1cccs1` (configuration not stated)?
EPAC1 agonist: 0%; PLK1 PBD block: -5%; EPAC2 antagonist: -1%; CCT chaperon mod: -0.9; Mm-Cpn inhibitor: -4%; EPAC1 antagonist: -3%; WRN inhibitor: -11%

How did C=CCNC(=S)N1CCc2c([nH]c3ccccc23)C1C (configuration not stated) do in these assays?
EPAC1 agonist: -2%; PLK1 PBD block: -5%; EPAC2 antagonist: -7%; CCT chaperon mod: 0.9; Mm-Cpn inhibitor: 3%; EPAC1 antagonist: -14%; WRN inhibitor: 4%; PI5P4K alpha inh: -3

What do the screens show for `CCC(=O)Nc1c2c(nn1-c1ccc(OC)cc1)CSC2`?
EPAC1 agonist: 14%; PLK1 PBD block: -2%; EPAC2 antagonist: 2%; CCT chaperon mod: 1.9; Mm-Cpn inhibitor: -1%; EPAC1 antagonist: -6%; WRN inhibitor: -2%; PI5P4K alpha inh: -1

How did O=C(NC1CCCCC1)N(Cc1nc2ccccc2c(=O)[nH]1)C1CCCC1 do in these assays?
EPAC1 agonist: 10%; PLK1 PBD block: -8%; EPAC2 antagonist: -7%; CCT chaperon mod: -4.0; Mm-Cpn inhibitor: 0%; EPAC1 antagonist: -8%; WRN inhibitor: -8%; PI5P4K alpha inh: 2

How did O=C(NCCCn1ccnc1)c1ccc(S(=O)(=O)Nc2ccccc2)cc1 do in these assays?
EPAC1 agonist: 7%; PLK1 PBD block: -11%; EPAC2 antagonist: 0%; CCT chaperon mod: -0.7; Mm-Cpn inhibitor: -3%; EPAC1 antagonist: 2%; WRN inhibitor: 0%; PI5P4K alpha inh: 0

How did COc1ccc(CN2CCN(Cc3csc(C(C)=O)c3)CC2CCO)c(C)c1C (configuration not stated) do in these assays?
EPAC1 agonist: 6%; PLK1 PBD block: -6%; EPAC2 antagonist: -4%; CCT chaperon mod: -0.4; Mm-Cpn inhibitor: 3%; EPAC1 antagonist: 3%; WRN inhibitor: -4%; PI5P4K alpha inh: 3

Results for CCOc1ccccc1N1CCN(CC(=O)Nc2ccnn2C2CCCC2)CC1 ?
EPAC1 agonist: 6%; PLK1 PBD block: 14%; EPAC2 antagonist: -13%; CCT chaperon mod: 2.6; Mm-Cpn inhibitor: 2%; EPAC1 antagonist: -4%; WRN inhibitor: -2%; PI5P4K alpha inh: -1

How did O=C(CNC(=O)c1cccc(Cl)c1)NCCCSc1ccccc1 do in these assays?
EPAC1 agonist: inconclusive; PLK1 PBD block: -9%; EPAC2 antagonist: 5%; CCT chaperon mod: 1.1; Mm-Cpn inhibitor: -1%; EPAC1 antagonist: -11%; WRN inhibitor: 2%; PI5P4K alpha inh: -5

What do the screens show for `COc1ccc(Cc2nc3ccc(C(=O)N4C[C@@H](C)O[C@@H](C)C4)cc3o2)cc1OC`?
EPAC1 agonist: -3%; PLK1 PBD block: -1%; EPAC2 antagonist: 3%; CCT chaperon mod: -1.1; Mm-Cpn inhibitor: 0%; EPAC1 antagonist: 13%; WRN inhibitor: 3%; PI5P4K alpha inh: -2

What do the screens show for `O=C(O)CCCCCN1C(=O)/C(=C/c2ccncc2)SC1=S`?
EPAC1 agonist: -3%; PLK1 PBD block: -11%; EPAC2 antagonist: 9%; CCT chaperon mod: 0.4; Mm-Cpn inhibitor: -1%; EPAC1 antagonist: 10%; WRN inhibitor: -19%; PI5P4K alpha inh: -6

What do the screens show for `CCNC(=O)/C(C#N)=C/c1c(N2CCN(c3cccc(Cl)c3)CC2)nc2c(C)cccn2c1=O`?
EPAC1 agonist: 4%; PLK1 PBD block: 2%; EPAC2 antagonist: -16%; CCT chaperon mod: -1.0; Mm-Cpn inhibitor: -1%; EPAC1 antagonist: -14%; WRN inhibitor: 0%; PI5P4K alpha inh: -2

Results for COc1cc(CCC(=O)N2CCN(c3ncccn3)CC2)cc(OC)c1OC ?
EPAC1 agonist: 7%; PLK1 PBD block: -2%; EPAC2 antagonist: -2%; CCT chaperon mod: -0.6; Mm-Cpn inhibitor: 0%; EPAC1 antagonist: -2%; WRN inhibitor: -1%; PI5P4K alpha inh: 6

What do the screens show for `COc1ccc(OC)c(S(=O)(=O)ON2C(=O)c3ccccc3C2=O)c1`?
EPAC1 agonist: 1%; PLK1 PBD block: 12µM*; EPAC2 antagonist: 4%; CCT chaperon mod: -0.2; Mm-Cpn inhibitor: -4%; EPAC1 antagonist: -15%; WRN inhibitor: 7%; PI5P4K alpha inh: -12

What do the screens show for `COc1cccc(CC(=O)Nc2ccc(S(=O)(=O)N3CCOCC3)cc2)c1`?
EPAC1 agonist: 6%; PLK1 PBD block: -4%; EPAC2 antagonist: 2%; CCT chaperon mod: -0.1; Mm-Cpn inhibitor: 1%; EPAC1 antagonist: 6%; WRN inhibitor: -15%; PI5P4K alpha inh: -3

Results for COc1cc(C(=O)NN2C(=O)NC3(CCC(C)CC3)C2=O)ccc1OC(F)F (configuration not stated) ?
EPAC1 agonist: 10%; PLK1 PBD block: -1%; EPAC2 antagonist: 2%; CCT chaperon mod: -0.3; Mm-Cpn inhibitor: -1%; EPAC1 antagonist: 12%; WRN inhibitor: 5%; PI5P4K alpha inh: 3

Results for Cc1cc(NC(=O)CSc2nnnn2-c2ccc(F)cc2)no1 ?
EPAC1 agonist: 8%; PLK1 PBD block: -14%; EPAC2 antagonist: 0%; CCT chaperon mod: -0.1; Mm-Cpn inhibitor: -1%; EPAC1 antagonist: -21%; WRN inhibitor: 1%; PI5P4K alpha inh: -3

What do the screens show for `COc1ccc(/C=C/C(=O)c2ccc(C(=O)/C=C/c3ccc(OC)c(OC)c3)cc2)cc1OC`?
EPAC1 agonist: 7%; PLK1 PBD block: 17%; EPAC2 antagonist: 1%; CCT chaperon mod: 0.9; Mm-Cpn inhibitor: -12%; EPAC1 antagonist: -10%; WRN inhibitor: -4%[11.6 µM]; PI5P4K alpha inh: 19

What do the screens show for `CCOC(=O)CSc1nc2cccnc2n1-c1ccc(F)cc1`?
EPAC1 agonist: 0%; PLK1 PBD block: -24%; EPAC2 antagonist: -2%; CCT chaperon mod: -2.0; Mm-Cpn inhibitor: -2%; EPAC1 antagonist: 0%; WRN inhibitor: -1%; PI5P4K alpha inh: 5

Results for Cc1ccc(C)c(SCC(=O)OCC(=O)c2ccco2)c1 ?
EPAC1 agonist: 6%; PLK1 PBD block: inconclusive; EPAC2 antagonist: -1%; CCT chaperon mod: -0.8; Mm-Cpn inhibitor: -11%; EPAC1 antagonist: -11%; WRN inhibitor: inconclusive

What do the screens show for `CC(=O)Nc1ccc(/C(N=Nc2ccccc2)=N/N=C(N)N)cc1`?
EPAC1 agonist: 1%; PLK1 PBD block: 0%; EPAC2 antagonist: 6%; CCT chaperon mod: 0.9; EPAC1 antagonist: 7%; WRN inhibitor: -7%; PI5P4K alpha inh: -1

Results for CCOC(=O)CNC(=O)C12CC3CC(CC(C3)C1)C2 ?
EPAC1 agonist: 6%; PLK1 PBD block: -8%; EPAC2 antagonist: 6%; CCT chaperon mod: 3.7; Mm-Cpn inhibitor: 3%; EPAC1 antagonist: 10%; WRN inhibitor: -9%; PI5P4K alpha inh: -4

Results for N#Cc1c(Cl)nc(N/N=C/c2ccccc2)c(Cl)c1Cl ?
EPAC1 agonist: -4%; PLK1 PBD block: 0%; EPAC2 antagonist: 9%; CCT chaperon mod: -0.5; Mm-Cpn inhibitor: -1%; EPAC1 antagonist: -10%; WRN inhibitor: -9%; PI5P4K alpha inh: 16

How did O=C(COC(=O)c1ccc([N+](=O)[O-])o1)Nc1ncc(Cl)cc1Cl do in these assays?
EPAC1 agonist: -9%; PLK1 PBD block: -24%; EPAC2 antagonist: 5%; CCT chaperon mod: -4.2; Mm-Cpn inhibitor: -3%; EPAC1 antagonist: 5%; WRN inhibitor: inconclusive; PI5P4K alpha inh: -27

Results for CCSC(=Nc1ccccc1)Nc1ccccc1 ?
EPAC1 agonist: -4%; PLK1 PBD block: -11%; EPAC2 antagonist: -8%; CCT chaperon mod: 1.4; Mm-Cpn inhibitor: 2%; EPAC1 antagonist: -13%; WRN inhibitor: 2%; PI5P4K alpha inh: 3

What do the screens show for `O=C(CSCc1ccc([N+](=O)[O-])cc1)N/N=C/c1ccncc1`?
EPAC1 agonist: 4%; PLK1 PBD block: -11%; EPAC2 antagonist: 1%; CCT chaperon mod: -2.8; Mm-Cpn inhibitor: 2%; EPAC1 antagonist: -9%; WRN inhibitor: -1%; PI5P4K alpha inh: 4

How did COc1cccc(CC2(CO)CCCN(Cc3ccccc3Cl)C2)c1 (configuration not stated) do in these assays?
EPAC1 agonist: 3%; PLK1 PBD block: 2%; EPAC2 antagonist: -5%; CCT chaperon mod: -1.4; Mm-Cpn inhibitor: 0%; EPAC1 antagonist: 2%; WRN inhibitor: -2%; PI5P4K alpha inh: -1

Results for O=C(CCNC(=O)c1ccc(Br)cc1)NCCCSc1ccccc1 ?
EPAC1 agonist: -51%[inhibitor]; PLK1 PBD block: -15%; EPAC2 antagonist: -5%; CCT chaperon mod: 3.2; Mm-Cpn inhibitor: 2%; EPAC1 antagonist: 3%; WRN inhibitor: -7%; PI5P4K alpha inh: 0

Molecules shown so far containing an NH in an aromatic ring (2):
How did C=CCNC(=S)N1CCc2c([nH]c3ccccc23)C1C (configuration not stated) do in these assays?
EPAC1 agonist: -2%; PLK1 PBD block: -5%; EPAC2 antagonist: -7%; CCT chaperon mod: 0.9; Mm-Cpn inhibitor: 3%; EPAC1 antagonist: -14%; WRN inhibitor: 4%; PI5P4K alpha inh: -3

How did O=C(NC1CCCCC1)N(Cc1nc2ccccc2c(=O)[nH]1)C1CCCC1 do in these assays?
EPAC1 agonist: 10%; PLK1 PBD block: -8%; EPAC2 antagonist: -7%; CCT chaperon mod: -4.0; Mm-Cpn inhibitor: 0%; EPAC1 antagonist: -8%; WRN inhibitor: -8%; PI5P4K alpha inh: 2
